From PubChem
RXFP1 antagonist – antagonists of human relaxin receptor RXFP1. HEK293-RXFP1, relaxin-stimulated cAMP HTRF, 30 min; active compounds read low. actives 0.59% (n = 350,000). AID 1259400. Q9HBX9. activity change, negative = inhibition, % at 57.5 µM;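 active = activity change of -60% or lower, but not beyond a set lower limit; inconclusive = change between -60% and -40%, or beyond the set limit; inactive = change above -40%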; note: % is set by controls: 0 for no effect and ±100 for the full control effect
D1 antagonist – human D1 dopamine receptor antagonism; HEK293 TREx D1 cells, calcium flux, dopamine EC80; active compounds read low; activity change, negative = inhibition, % at 10 µM; actives 3.2% (n = 360,000); AID 504652; in the data active = activity change below about -30%; note: % is set by controls: 0 for no effect and ±100 for the full control effect
Target sequence (P21728 whole entry, looked up): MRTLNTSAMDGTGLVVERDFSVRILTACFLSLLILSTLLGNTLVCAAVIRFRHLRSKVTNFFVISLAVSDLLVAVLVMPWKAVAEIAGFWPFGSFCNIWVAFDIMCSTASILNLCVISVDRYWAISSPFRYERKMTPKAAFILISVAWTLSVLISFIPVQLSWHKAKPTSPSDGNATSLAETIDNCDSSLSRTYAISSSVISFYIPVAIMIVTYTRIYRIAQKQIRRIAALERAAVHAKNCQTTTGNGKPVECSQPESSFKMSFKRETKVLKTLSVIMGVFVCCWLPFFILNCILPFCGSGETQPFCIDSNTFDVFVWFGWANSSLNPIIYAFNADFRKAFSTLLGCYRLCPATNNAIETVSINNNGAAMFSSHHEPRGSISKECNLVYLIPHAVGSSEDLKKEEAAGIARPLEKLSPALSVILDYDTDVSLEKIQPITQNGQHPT
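Kinetic fluorescence of a calcium dye serves as the read-out. D1-expressing Hek293 Trex cells, induced overnight at 30 C, are exposed to compound for 180 s before an EC80 dopamine addition, then read 180 s further.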
Vif-APOBEC3G blk – inhibitors of Vif-APOBEC3G interaction; HeLa A3G-eYFP + Vif (tagged APOBEC3G with the HIV-1 protein that degrades it), YFP fluorescence, overnight; actives 0.076% (n = 410,000); Q9HC16; Potency, µM (highest dose often 46.1 µM), for the others: at the highest dose activity, negative = active, actives largely listed as inhibitors;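 note: potency is the fitted concentration of half-maximal effect; % is set by controls: 0 for no effect and ±100 for the full control effect; nearly all actives have a fitted effect of over 60% in size; hits raise eYFP signal because A3G escapes Vif-driven loss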
Target sequence (Q9HC16 whole entry, looked up): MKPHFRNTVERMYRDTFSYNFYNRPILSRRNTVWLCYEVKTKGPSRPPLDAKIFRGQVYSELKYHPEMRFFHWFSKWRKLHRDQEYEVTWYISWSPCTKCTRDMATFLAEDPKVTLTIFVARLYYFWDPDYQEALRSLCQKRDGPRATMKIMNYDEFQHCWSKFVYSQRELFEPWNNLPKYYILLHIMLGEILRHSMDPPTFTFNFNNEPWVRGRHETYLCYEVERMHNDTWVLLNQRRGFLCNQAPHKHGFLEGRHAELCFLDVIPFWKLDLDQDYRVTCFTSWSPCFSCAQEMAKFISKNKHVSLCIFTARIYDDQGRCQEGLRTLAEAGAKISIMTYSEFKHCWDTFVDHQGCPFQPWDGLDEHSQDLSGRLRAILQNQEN
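HeLa cells stably expressing Vif and C-terminally eYFP-tagged A3G, seeded overnight at 37 deg C, then exposed to compound by pintool overnight at 37 deg C. Rise in yellow fluorescence (Ex 488/Em 500-530, Acumen) marks blocked Vif-driven A3G degradation.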
RXFP1 ag – activates the human relaxin receptor RXFP1; Q9HBX9; HEK293T-RXFP1 cAMP TR-FRET, 30 min; response scale: percent of porcine relaxin response, buffer zero; Potency, µM (highest dose often 57.5 µM), without a hit: at the highest dose activation, hits mostly activators; actives 0.3% (n = 370,000); AID 2676; note: potency is the fitted concentration of half-maximal effect; % is set by controls: 0 for no effect and ±100 for the full control effect; nearly all actives have a fitted effect of over 60% in size; many of its hits are not listed in these tables
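cAMP rise read by TR-FRET after 30 min, 37C compound exposure (up to 58 uM) in RXFP1-transfected HEK293 cells with Ro 20174 present. EC50 from Hill-equation fits, with 29 nM porcine relaxin as 100% and buffer as basal.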
D2 potentiator – D2 dopamine receptor (human) potentiation; AID 485347; HEK293 T-REx D2, calcium flux, EC20 dopamine potentiation; actives 0.34% (n = 340,000); potentiation, % at 10 µM; P14416;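 active = potentiation over 3 SD above the plate norm, cut at about 30% in these data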; note: 0% is about no effect
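Potentiation of an EC20 dopamine calcium response measured kinetically over 180 s, after a preceding 180 s compound-only read flagging agonists. Cells: inducible Hek293 Trex D2 line, 4000/well, cultured overnight at 30 C before dye loading.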
D1 PAM – human D1 dopamine receptor positive modulation | P21728 | actives 0.036% (n = 360,000) | potentiation, % at 10 µM | AID 504651 | HEK293 TREx D1 cells, calcium flux, dopamine EC20 potentiation; in the data active = potentiation above about 30%; note: 0% is about no effect
Vif-APOBEC3F blk – inhibitors of Vif-A3F interaction. HeLa A3F-eYFP + Vif (tagged APOBEC3F with the HIV-1 protein that degrades it), YFP fluorescence increase. Potency, µM (top dose mostly 46.1 µM), for inactives: at the top dose activity, negative = active. actives 0.2% (n = 390,000); note: potency is the fitted concentration of half-maximal effect; % of control where 0% means no effect; nearly all actives have a fitted effect of over 65% in size
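Fluorescence increase (Ex 488/Em 500-530) after overnight compound treatment at 37 deg C flags inhibition of Vif-driven A3F-eYFP loss in stable HeLa A3F-eYFP/Vif cells seeded overnight beforehand.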
Glioma ERSR ind – inducers of ER stress response in human glioma cells | actives 0.02% (n = 420,000) | U87-MG GRP78 promoter luciferase reporter, 16 h | Potency, µM, inactives show at the highest dose activation, usual class: activators; note: potency is the fitted concentration of half-maximal effect; series mostly up to about 76 µM; % of control where 0% means no effect; nearly all actives have a fitted effect of over 35% in size
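ERSR induction read as luciferase luminescence (Bright-Glo, 10 min at room temperature) in stably transfected human U87-MG glioma cells exposed to compounds for 16 h, using GRP78 as sensor.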
D1 agonist – agonists of human D1 dopamine receptor; activation, % at 2 µM; actives 1% (n = 360,000); P21728; HEK293 T-REx D1 cells, calcium flux, agonist mode; in the data active = activation above about 30%; note: 0% is about no effect
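Tetracycline-induced HEK293 TREx D1 cells, force-coupled to calcium signalling, were dye-loaded with a no-wash calcium kit. Compound was pin-added after a 10 s baseline. Fluorescence was read kinetically at 1 cycle/s for 180 s, with calcium rises flagged as agonism.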
Active calls of the source: *; ? = inconclusive; . = not tested or not shown; & = joins results of further samples. Unless noted, calls come from the whole dose curve; as a rule, active = well fitted curve in the direction sought with a large enough effect; inconclusive = small, poorly fitted or top-dose-only effect, or another doubt; inactive = no such curve, though single readings can be large; an effect the other way counts as inactive or inconclusive.

mol,RXFP1 antagonist,D1 antagonist,Vif-APOBEC3G blk,RXFP1 ag,D2 potentiator,D1 PAM,Vif-APOBEC3F blk,Glioma ERSR ind,D1 agonist
O=C(CN1CC=C(c2ccccc2)CC1)NC(=O)NCc1ccccc1,6,-4,2%,-0.5%,0,-4,5%,5%,5
COc1ccc(Cn2c(N)c(C(=O)NCc3ccco3)c3nc4ccccc4nc32)cc1OC,-6,-3,0%,3.6%,3,0,-5%,-2%,5
CC(C)N(CC(O)c1cccc([N+](=O)[O-])c1)C(C)C (centres undefined),2,0,-2%,-0.5%,10,-8,1%,-1%,5
COC(=O)c1ccccc1N=Cc1c(O)[nH]c(=O)[nH]c1=O,5,-5,2%,-1.1%,17,0,3%,-4%,4
CCCCn1c(O)c(C(C)=NCCc2ccccc2)c(=O)[nH]c1=O,-33,-19,1%,-0.2%,-6,-3,.,-7%,0
C=CC(=O)NCNC(=O)C=C,11,.,0%,-0.9%,11,5,8%,2%&-4%,11
Cc1ccc(NC(=O)c2cccn(Cc3ccccc3C)c2=O)c(C)c1,.,-20,-6%,5.0%,15,-2,-1%,-5%,2
Cc1ccc(-n2c(O)c(/C=N/NC(=O)c3ccncc3)c(=O)[nH]c2=O)cc1,9,-3,-4%,0.3%,0,-6,-14%,2%,4
Cc1cccnc1-n1c(-c2ccccc2)nc2ccccc2c1=O,-1,3,-1%,3.0%,-6,4,-20%,-6%,-1
Cc1c(C(=O)C(=O)N2CCC3(CC2)OCCO3)c2ccccc2n1C,-8,-16,1%,-4.4%,-1,0,0%,6%,0
CC/C=C/CC(=O)N[C@@H](c1ccccc1)[C@@H](O)C(=O)O[C@H]1C[C@@]2(O)[C@@H](OC(=O)c3ccccc3)C3[C@](C)(C(=O)[C@H](OC(C)=O)C(=C1C)C2(C)C)[C@@H](O)C[C@H]1OC[C@@]31OC(C)=O (some centres undefined),3,-3,-36%,1.0%,-4,2,-1%,0%,2
Nc1cc(N2CCNCC2)c([N+](=O)[O-])cc1Cl,21,-42*,4%,-0.3%,-40,-15,-1%,-6%,3
C=CCn1c(O)c(C(C)=NC2CCN(Cc3ccccc3)CC2)c(=O)[nH]c1=O,4,-14,2%,-0.2%,8,2,3%,-5%,-1
O=c1oc2ccccc2c(O)c1[C@H]1c2ccc(O)cc2Oc2c1c(=O)oc1ccccc21,0,0,?,18µM*,1,1,4%,-14%,0
Clc1ccc2c(c1)C(c1ccccc1Cl)=NCc1nnc(N3CCN(CCSc4ccccc4)CC3)n1-2,.,-1,-21%,2.6%,-6,2,0%,1%,7
CN(C(=O)Oc1ccc([N+](=O)[O-])cc1)c1ccccc1,-4,-20,1%,0.7%,-1,-8,3%,-2%,8
CN1C(=O)N(C)C(=O)C2(Cc3cc(NC(=O)c4ccccc4Cl)ccc3N3CCCC32)C1=O (centres undefined),5,2,0%,0.8%,9,0,5%,-2%,1
Cc1cc(O)c2c(c1)OC(C)(C)C1=C2CC(C)CC1 (centres undefined),-14,-12,1%,0.0%,12,-5,-27%,-5%,4
Cc1ccc(-n2c(C)cc(/C=C3/C(=O)NC(=O)N(C)C3=O)c2C)cc1,-14,-4,-1%,2.5%,5,-1,1%,-2%,1
CN1CCCN(C(=O)COc2cccc(C(F)(F)F)c2)CC1,0,-7,1%,2.1%,7,-2,2%,0%,1
COCCNC(=O)N1[C@H]2CC[C@@H]1C(C(=O)OC)=C(c1ccc(-c3ccccc3)c(F)c1)C2,.,-24,-1%,0.9%,10,6,1%,-4%,3
O=C(c1cc(-c2ccc(Cl)cc2)n(-c2ccc(Cl)cc2Cl)n1)N1CCOCC1,0,-6,-8%,2.1%,1,-5,1%,-6%,4
COC(=O)C1=C(c2ccccc2OCc2ccccc2)C[C@@H]2CC[C@H]1N2C(=O)NCc1ccc(OC)cc1,.,-30*,-5%,-1.8%,3,1,-1%,-5%,2
O=C1CC(=O)N(c2ccccc2)C(=O)N1c1ccccc1,13,-8,2%,1.2%,-7,-5,18%,5%,1
Cc1cccc(C(=O)NC(Oc2ccccc2)C(Cl)(Cl)Cl)c1 (centres undefined),-9,-3,-1%,-1.8%,19,2,0%,-6%,2

By substructure, the entries above with an NH in an aromatic ring
mol,RXFP1 antagonist,D1 antagonist,Vif-APOBEC3G blk,RXFP1 ag,D2 potentiator,D1 PAM,Vif-APOBEC3F blk,Glioma ERSR ind,D1 agonist
COC(=O)c1ccccc1N=Cc1c(O)[nH]c(=O)[nH]c1=O,5,-5,2%,-1.1%,17,0,3%,-4%,4
CCCCn1c(O)c(C(C)=NCCc2ccccc2)c(=O)[nH]c1=O,-33,-19,1%,-0.2%,-6,-3,.,-7%,0
Cc1ccc(-n2c(O)c(/C=N/NC(=O)c3ccncc3)c(=O)[nH]c2=O)cc1,9,-3,-4%,0.3%,0,-6,-14%,2%,4
C=CCn1c(O)c(C(C)=NC2CCN(Cc3ccccc3)CC2)c(=O)[nH]c1=O,4,-14,2%,-0.2%,8,2,3%,-5%,-1

Structures listed so far containing fluorine (2):
mol,RXFP1 antagonist,D1 antagonist,Vif-APOBEC3G blk,RXFP1 ag,D2 potentiator,D1 PAM,Vif-APOBEC3F blk,Glioma ERSR ind,D1 agonist
CN1CCCN(C(=O)COc2cccc(C(F)(F)F)c2)CC1,0,-7,1%,2.1%,7,-2,2%,0%,1
COCCNC(=O)N1[C@H]2CC[C@@H]1C(C(=O)OC)=C(c1ccc(-c3ccccc3)c(F)c1)C2,.,-24,-1%,0.9%,10,6,1%,-4%,3

The list goes on:
mol,RXFP1 antagonist,D1 antagonist,Vif-APOBEC3G blk,RXFP1 ag,D2 potentiator,D1 PAM,Vif-APOBEC3F blk,Glioma ERSR ind,D1 agonist
O=C(CN1CCCC1=O)Nc1ccccc1,-12,-35*,2%,0.2%,-3,-3,5%,-1%,1
Brc1ccc2[nH]cc(C=NN3CCCCCC3)c2c1,-9,.,-2%,.,.,.,3%,-2%,.
COC(=O)NC(=C(Cl)Cl)P(=O)(c1ccccc1)c1ccccc1,-3,3,1%,-1.6%,4,3,9%,-1%,1
CCCc1[nH]nc2c1C1(C(=O)N(CC(N)=O)c3ccccc31)C(C(=O)OC)=C(N)O2 (centres undefined),-9,-4,-2%,0.1%,3,6,3%,-4%,2
CC1CCN(CC(=O)c2ccccc2Cl)CC1,27,-21,-2%,0.0%,2,-7,-1%,-2%,0
Cc1c(/C=N/O)c2ccccc2n1C,5,9,-2%,-1.3%,13,-3,-2%,-5%,1
CSc1ncc(/C=C2/C(=O)NC(=O)N(c3ccc(C)cc3)C2=O)cn1,-1,29,2%,3.1%,5,-6,-11%,1%,6
COc1ccc(N/N=C/c2c(O)n(-c3cccc(C)c3)c(=O)[nH]c2=O)cc1,0,-2,-18%,-4.6%,12,-1,-1%,-2%,1
Cc1nc2ccccc2c(=O)n1-c1ccc(Cl)cc1Cl,-6,-11,4%,-0.7%,-7,-5,0%,-4%,1
CC(=Nc1c(C)n(C)n(-c2ccccc2)c1=O)c1c(O)n(Cc2ccccc2)c(=O)[nH]c1=O,-10,6,-3%,0.7%,1,0,-6%,-1%,0
Cc1ccc(-n2c(O)c(/C=N/NC(=O)c3ccncc3)c(=O)[nH]c2=O)cc1C,-10,6,0%,3.8%,4,-1,-17%,-5%,0
O=C(CN1C(=O)CN=C(c2ccccc2Cl)c2cc(Cl)ccc21)NCc1ccco1,-9,9,-6%,2.0%,6,7,0%,-4%,7
Fc1cccc(F)c1-c1nc(-c2ccc(Cl)cc2)no1,-35,13,-7%,0.8%,6,0,12%,7%,6
Cn1c(O)c(C=NC2CC3CCC2(C)C3(C)C)c(=O)[nH]c1=O (centres undefined),0,1,3%,-1.2%,0,2,-1%,-6%,2
COc1ccc(CCNCc2sccc2C)cc1OC,1,-11,3%,-0.6%,-22,3,-3%,-2%,6
O=P(OCC(F)(F)C(F)F)(N1CCCCC1)N1CCCCC1,8,7,2%,-0.1%,-1,-7,0%,-3%,0
Oc1cc(Cl)c(Cl)c(Cl)c1Cl,2,.,-4%,.,.,.,-11%,-8%,.
Cc1ccc(NC(=O)CN2C(=O)CN=C(c3ccccc3)c3ccccc32)cc1Cl,-34,-1,2%,0.4%,-11,-4,0%,-2%,4
COC(=O)C1=C(c2ccc(OC)c(OC)c2)C[C@@H]2CC[C@H]1N2C(=O)NCc1ccc(F)cc1,.,14,-6%,-0.3%,-8,0,1%,-2%,0
O=C1CC(=O)N(Cc2ccccc2)C(=O)N1CCCCCCN1C(=O)CC(=O)N(Cc2ccccc2)C1=O,-19,3,?,0.0%,-3,2,?,2%,24
CN(C)CCCN=Cc1c(O)n(Cc2ccco2)c(=O)[nH]c1=O,-9,7,1%,0.3%,2,1,-11%,7%,2
Cc1ccc(-n2c(O)c(C=Nc3ccc(S(N)(=O)=O)cc3)c(=O)[nH]c2=O)cc1,7,10,-6%,-0.2%,-2,-12,-16%,-1%,3
Cc1nc2ccccc2c(=O)n1-c1ccc(Br)cc1[N+](=O)[O-],12,2,-5%,-0.5%,-13,5,-6%,-5%,-1
CNC(=O)Oc1cc2c(cc1C(C)(C)C)CCC2,-86*,.,3%,.,.,.,-8%,4%,.
CCOC(=O)c1c(/N=C/C2C(=O)NC(=O)NC2=O)sc2c1CCC2,4,7,-5%,1.2%,6,4,7%,1%,-4
Cc1ccccc1CN1C(=O)CN=C(c2ccccc2)c2cc(Cl)ccc21,-95*,0,-5%,0.5%,-12,0,-11%,-6%,5

Gathered by group, those above containing an aryl thioether with sulfur outside any ring.
mol,RXFP1 antagonist,D1 antagonist,Vif-APOBEC3G blk,RXFP1 ag,D2 potentiator,D1 PAM,Vif-APOBEC3F blk,Glioma ERSR ind,D1 agonist
Clc1ccc2c(c1)C(c1ccccc1Cl)=NCc1nnc(N3CCN(CCSc4ccccc4)CC3)n1-2,.,-1,-21%,2.6%,-6,2,0%,1%,7
CSc1ncc(/C=C2/C(=O)NC(=O)N(c3ccc(C)cc3)C2=O)cn1,-1,29,2%,3.1%,5,-6,-11%,1%,6

These rows are one share of the data (hit frequency here may not be typical).
